# Tau fibril ThT: qHTS for Inhibitors of Tau Fibril Formation, Thioflavin T Binding; Microtubule-associated protein tau (Homo sapiens), P10636; Potency, µM (doses to about 57.4 µM), without a hit: top-dose activity, negative = inhibition, hits mostly inhibitors; 270,000 tested, 2.1% active; recombinant tau K18 P301L, heparin-induced fibrillization, ThT fluorescence; further: nearly all actives have a fitted effect of over 55% in size
# Target sequence (P10636 561-689 P618L limits assumed): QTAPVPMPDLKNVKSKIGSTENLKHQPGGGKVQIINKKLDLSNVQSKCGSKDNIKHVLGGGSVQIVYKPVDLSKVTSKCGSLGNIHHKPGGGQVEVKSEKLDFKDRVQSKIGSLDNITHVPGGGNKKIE
#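 K18 P301L tau (15 uM + 0.24 uM Alexa 594-tagged), heparin 20 uM, NaOAc pH 7, 6 h 37 C; ThT 30 uM, 1 h RT, ex 450/em 510 nm.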
# aGal spleen mod: qHTS Assay for Inhibitors and Activators of Human alpha-Galactosidase From Spleen Homogenate | Alpha-galactosidase A (Homo sapiens), P06280 | Potency, µM (titrated, usually from 80 µM), without a hit: top-dose activity change, negative = inhibition, usual class: inhibitors | 240,000 tested, 0.008% active | human spleen homogenate, 4MU-alpha-Gal fluorescence, 40 min;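 further: 0% = enzyme with vehicle and -100% = no enzyme basal signal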
# Target sequence (P06280 32-429 limits assumed): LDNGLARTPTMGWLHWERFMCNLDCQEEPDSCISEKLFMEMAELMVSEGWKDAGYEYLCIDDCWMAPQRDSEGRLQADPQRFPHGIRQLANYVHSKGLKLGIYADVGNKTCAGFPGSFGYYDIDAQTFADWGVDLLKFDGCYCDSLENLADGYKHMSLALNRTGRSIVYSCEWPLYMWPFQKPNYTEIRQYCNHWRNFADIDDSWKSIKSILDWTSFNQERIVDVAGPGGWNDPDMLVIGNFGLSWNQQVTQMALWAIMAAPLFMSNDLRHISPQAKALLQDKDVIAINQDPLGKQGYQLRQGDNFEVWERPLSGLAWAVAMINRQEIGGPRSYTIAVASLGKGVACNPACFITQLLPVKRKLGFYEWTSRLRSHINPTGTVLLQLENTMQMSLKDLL
#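 Inhibition or activation of alpha-galactosidase in human spleen homogenate is scored by 4-MU fluorescence after 40 min at 37C, pH 5.0, with 1 mM substrate. AC50s come from concentration-response fitted to the Hill equation.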
# TR SRC2 fluor cs: Total Fluorescence Counterscreen for Inhibitors of the Interaction of Thyroid Hormone Receptor and Steroid Receptor Coregulator 2; AID 1479, 2009; Potency, µM (top dose mostly 106 µM), for the others: at the top dose fluorescence change, negative = quenching; TRb/SRC2 Texas Red total fluorescence interference; 280,000 tested, 0.29% active; active means well fitted curve in either direction with a large enough effect; inconclusive means small, poorly fitted or top-dose-only effect
#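 Human TRβ ligand-binding domain (0.6 uM) and Texas Red SRC2 peptide (20 nM) in Tris buffer with 1 uM T3 and 5% DMSO were incubated with pinned compound for 5 hr at ambient temperature. Total fluorescence was computed as S + 2P (555/632 nm).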
# ALDH1A1 block: qHTS Assay for Inhibitors of Aldehyde Dehydrogenase 1 (ALDH1A1); Aldehyde dehydrogenase 1A1 (Homo sapiens), P00352; Purified ALDH1A1, NADH fluorescence, propionaldehyde substrate; Potency, µM (doses to about 75.3 µM), without a hit: at the top dose activity, negative = inhibition, actives largely listed as inhibitors; 220,000 tested, 7.3% active; AID 1030, 2008; active means well fitted inhibition curve with a large enough effect, not every such curve was filed as active; inconclusive means small, poorly fitted or top-dose-only effect, or another doubt; inactive means no such curve, though single readings can be large or run the other way;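 further: plate controls were no enzyme wells and a reference inhibitor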
# L3MBTL1 block: qHTS Assay for the Inhibitors of L3MBTL1; Lethal(3)malignant brain tumor-like protein 1 (Homo sapiens), Q9Y468; AlphaScreen L3MBTL1–H3K9me1 peptide binding; Potency, µM (series often up to 57.1 µM), inactives show top-dose activity, negative = inhibition, most hits filed as inhibitors; 230,000 tested, 0.66% active; AID 485360, 2010; further: nearly all actives have a fitted effect of over 60% in size
#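 L3MBTL1 50 nM + b-AHA-H3(1-15)K9me1 75 nM, 30 min RT; compound added, 30 min RT; streptavidin donor/Ni-chelate acceptor beads 10 ug/mL each final, 30 min RT dark; AlphaScreen read.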
# Tau fluor counter: Counterscreen qHTS for Inhibitors of Tau Fibril Formation, Fluorescence Polarization. tau K18 P301L (four-repeat tau fragment) Alexa594 fluorescence, heparin fibrillization. Potency, µM (top dose mostly 57.7 µM), for inactives: at the top dose activity change, negative = decrease. 280,000 tested, 0.93% active; further: nearly all actives have a fitted effect of over 55% in size
#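 Human K18 P301L tau (15 uM unlabeled plus 0.24 uM Alexa 594-labeled, final) in 100 mM sodium acetate pH 7 was mixed with compound and 20 uM heparin and incubated 6 hr at 37 C.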
# Tau fibril FP: qHTS for Inhibitors of Tau Fibril Formation, Fluorescence Polarization; Microtubule-associated protein tau (Homo sapiens), P10636; K18 P301L tau heparin fibrillization, Alexa594 FP, 6 h; Potency, µM (titrated, usually from 57.7 µM), inactives show at the highest dose activity, negative = inhibition, usual class: inhibitors; 280,000 tested, 0.39% active; further: nearly all actives have a fitted effect of over 55% in size
#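 Steps: dispense K18 P301L tau (15 uM plus 0.24 uM Alexa 594 tracer, final) in pH 7 sodium acetate; add compound; add heparin (20 uM final); incubate 6 hr, 37 C; add ThT (30 uM final); after 1 hr ambient, read FP.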
# TRb SRC2 PPI: qHTS for Inhibitors of the Interaction of Thyroid Hormone Receptor and Steroid Receptor Coregulator 2 | Thyroid hormone receptor beta (Homo sapiens), P10828 | AID 1469, 2008 | TRbeta-SRC2 peptide binding, fluorescence polarization; receptor liganded with 1 µM T3 | 280,000 tested, 0.065% active | Potency, µM (top dose mostly 106 µM), without a hit: top-dose activity change, negative = inhibition, usual class: inhibitors;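 further: plate controls were bound peptide for no effect and peptide without receptor for full effect; nearly all actives have a fitted effect of over 50% in size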
# Target sequence (P10828 whole entry, looked up): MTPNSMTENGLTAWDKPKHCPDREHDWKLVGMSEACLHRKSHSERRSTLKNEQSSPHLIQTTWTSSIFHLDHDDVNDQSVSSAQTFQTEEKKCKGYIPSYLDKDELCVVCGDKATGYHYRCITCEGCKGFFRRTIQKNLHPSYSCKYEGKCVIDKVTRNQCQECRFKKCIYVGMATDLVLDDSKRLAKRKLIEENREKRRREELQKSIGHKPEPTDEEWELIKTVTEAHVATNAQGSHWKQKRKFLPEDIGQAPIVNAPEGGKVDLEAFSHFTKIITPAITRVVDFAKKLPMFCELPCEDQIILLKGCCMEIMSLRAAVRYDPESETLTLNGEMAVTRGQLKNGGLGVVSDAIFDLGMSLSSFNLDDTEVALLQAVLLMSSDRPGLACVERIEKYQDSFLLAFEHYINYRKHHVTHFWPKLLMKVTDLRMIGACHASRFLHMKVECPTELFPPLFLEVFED
#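 Quantitative HTS by FP: 0.6 uM TRb LBD, 20 nM labeled SRC2 20-mer, 1 uM T3, 5% DMSO; 5 hr ambient incubation; % activity per concentration and potencies from concentration series.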
# Numbers without * were called inactive; ? = inconclusive; · = no result given; [ ] = dose if it differs, or a comment. Unless noted, the call rests on the fitted dose curve; in most records, active means well fitted curve in the direction sought with a large enough effect; inconclusive means small, poorly fitted or top-dose-only effect, or another doubt; inactive means no such curve, though single readings can be large; an effect the other way counts as inactive or inconclusive. Unless noted, on the % scale 0 is the no-effect control and ±100 the full control effect; potency means the concentration at half of the fitted maximal effect.
SMILES,Tau fibril ThT,aGal spleen mod,TR SRC2 fluor cs,ALDH1A1 block,L3MBTL1 block,Tau fluor counter,Tau fibril FP,TRb SRC2 PPI
CCOC(=O)c1c(C)nc2c(c1-c1ccccc1)C(=O)CCC2,-5%,3%,-2%,12%,7%,-1%,10%,-5%
CC(C(=O)c1ccc(-c2ccccc2)cc1)[n+]1ccccc1 (stereo unspecified),-4%,-4%,2%,?,3%,3%,6%,2%
COC(=O)c1ccc(/C=N/n2cnnc2)cc1,?,2%,-2%,-4%,6%,5%,4%,-6%
COc1ccc(NC(=O)c2cn(CCC#N)nc2-c2cc3ccccc3o2)cc1,3%,2%,-3%,?,3%,?,-9%,2%
Cc1cc(=O)oc2cc(OCC(=O)c3ccc4c(c3)NC(=O)CO4)ccc12,?,3%,-3%,?,1%,-6%,-11%,2%
COc1cc(Cl)cc(NC(=O)CCN2CCN(C)CC2)c1,-6%,-4%,2%,4%,6%,2%,3%,0%
N#C/C(=N\O)c1nc2ccccc2s1,-14%,-6%,0%,-6%,-2%,-10%,3%,-10%
Cc1ccc2cc(CN(Cc3ccco3)C(=S)NCC3CCCO3)c(=O)[nH]c2c1 (stereo unspecified),-6%,-10%,-3%,-8%,-16%,-20%,-3%,5%
Cn1cc([N+](=O)[O-])c(C(=O)Nc2cnn(Cc3ccc(F)cc3)c2)n1,-16%,-6%,-4%,4%,1%,-2%,9%,-7%
CCCNC(=O)c1nnsc1S(=O)c1ccc(Cl)cc1 (stereo unspecified),?,5%,-1%,11µM*,-14%,-4%,-2%,5%
CCc1c(C)nc(SCc2ccccn2)[nH]c1=O,-8%,?,-1%,7%,11%,-1%,-5%,-1%
CCCCNC(=S)N1CCn2cccc2C1c1ccccc1 (stereo unspecified),-16%,-4%,0%,-2%,·,?,-10%,-10%
O=C(N/N=C/c1sc2ccccc2c1O)c1cccc2ccccc12,10µM*,-12%,-5%,4%,-13%,?,-13%,3%
COc1ccc(C)cc1NC(=O)NC1CCN(Cc2ccccc2)CC1,3%,2%,1%,0%,-8%,-2%,2%,3%
CCSc1n[nH]c2nc3c(c(=O)n12)C1(CCCC1)Cc1ccccc1-3,-2%,6%,1%,?,8%,-12%,5%,6%

# Four neighbouring compounds out of the list so far, for reference:
SMILES,Tau fibril ThT,aGal spleen mod,TR SRC2 fluor cs,ALDH1A1 block,L3MBTL1 block,Tau fluor counter,Tau fibril FP,TRb SRC2 PPI
CCCCNC(=S)N1CCn2cccc2C1c1ccccc1 (stereo unspecified),-16%,-4%,0%,-2%,·,?,-10%,-10%
O=C(N/N=C/c1sc2ccccc2c1O)c1cccc2ccccc12,10µM*,-12%,-5%,4%,-13%,?,-13%,3%
COc1ccc(C)cc1NC(=O)NC1CCN(Cc2ccccc2)CC1,3%,2%,1%,0%,-8%,-2%,2%,3%
CCSc1n[nH]c2nc3c(c(=O)n12)C1(CCCC1)Cc1ccccc1-3,-2%,6%,1%,?,8%,-12%,5%,6%

# More structures.
SMILES,Tau fibril ThT,aGal spleen mod,TR SRC2 fluor cs,ALDH1A1 block,L3MBTL1 block,Tau fluor counter,Tau fibril FP,TRb SRC2 PPI
COc1ccccc1N(CC(=O)Nc1ccccc1C)S(C)(=O)=O,11%,-6%,-1%,7%,-1%,7%,-8%,-1%
COc1ccc(-n2c(NC(=O)c3ccco3)c(C#N)c3nc4ccccc4nc32)cc1,4%,7%,-1%,?,10%,5%,-2%,-11%
Cc1cc2ccccc2n1-c1ccc(C(=O)N2CCC(C(=O)NCc3ccc(F)cc3)CC2)s1,-8%,·,-2%,·,·,-16%,2%,-6%
COc1ccccc1CCNC(=O)C1CCN(c2nnc(-n3cccc3CNc3ccc(C)cc3)s2)CC1,?,·,1%,·,·,-27%,8%,2%
COc1ccc(C(=O)c2coc3ccc(O)c(CN(C)C)c23)cc1,-15%,7%,1%,2%,-1%,-2%,4%,4%
N#Cc1c(Cl)nc2c(c1C#N)CCCC2,9%,5%,-3%,·,3%,12%,8%,2%
O=C(Nc1c(Cl)cccc1Cl)c1cc(-c2cccc(O)c2)on1,?,·,4%,·,·,?,?,-3%
CC(C)CN1C(=S)SC(C)(C)C1n1oc(=O)n(-c2ccccc2)c1=O (stereo unspecified),-11%,1%,-5%,-3%,1%,?,-11%,0%
CSc1ccc(Cl)c(C(=O)NCc2ccco2)c1,-15%,-12%,-1%,?,-7%,-2%,-1%,-2%
Cc1ccc(CNC(=O)C(=O)NCC2CCCO2)cc1 (stereo unspecified),2%,2%,-2%,4%,-11%,-2%,-4%,3%
O=C(O)c1cccc([N+](=O)[O-])c1C(=O)Nc1nc2ccccc2s1,-12%,0%,-9%,-1%,16%,-9%,2%,1%
COc1cccc(CNC(=O)c2ccc(CNS(=O)(=O)c3ccc(C)cc3)cc2)c1,-1%,·,-3%,·,·,-25%,2%,11%
CCOC(=O)C1=C(C)NC(=O)NC1c1ccc([N+](=O)[O-])o1 (stereo unspecified),-5%,-8%,-2%,·,4%,-1%,-3%,-4%
O=C(Cn1c(=O)oc2ccccc21)Nc1ccc(C(=O)O)cc1,-10%,·,-2%,·,·,-12%,0%,0%
O=C(CC1CCCCC1)NCC1CCCO1 (stereo unspecified),3%,-4%,1%,-3%,·,3%,5%,8%
CC(C)OC(=O)CSc1nnc(-c2ccccc2)n1N,3%,-2%,0%,6%,·,-8%,-4%,0%
COc1cc(/C=N/NC(=O)c2cnn3c(C)cc(-c4ccccc4)nc23)ccc1O,?,2%,-6%,8%,-3%,-11%,4%,2%
CCOC(=O)c1cc(-c2ccccc2)n(CCC(=O)N2CCN(c3ccccc3OC)CC2)c1C,?,-13%,-2%,?,-20%,-3%,10%,11%
O=c1c2c3c(sc2nc2sc(CN4CCCCC4)cn12)CCCC3,-7%,-14%,-1%,20%,·,-5%,-3%,2%
Cc1cc(C)c(NC(=O)C2CCCN(C(=O)c3cnn(-c4ccccc4)c3-n3cccc3)C2)c(C)c1 (stereo unspecified),-13%,·,-1%,·,·,-5%,-1%,5%
CC1(C)CC(=O)C=C(NCCN2CCN(C(=O)Nc3ccc(Cl)c(Cl)c3)CC2)C1,1%,-10%,-6%,7%,·,-25%,?,-3%
O=C(CCCc1c[nH]c2ccccc12)Nc1ccc2ccccc2c1,?,4%,-3%,-11%,-16%,8.9µM*[quencher],?,0%
O=C1CSc2ccc(C(=O)Nc3cccc(S(=O)(=O)Nc4ccc(Br)cc4)c3)cc2N1,6%,11%,2%,10µM*,-9%,10µM*[quencher],18µM*,8%
CCOC(=O)n1c(=O)n(Cc2cccc(C)c2)c2ccccc21,-10%,-14%,-2%,-6%,34%[activator],-5%,3%,6%
Cc1cc(C(=O)NCCN2CCN(c3cccc(Cl)c3)CC2)n(-c2ccccc2)n1,-6%,4%,1%,?,-1%,-10%,8%,-6%
Cn1c(=O)c2c(ncn2CC(=O)OCC(=O)Nc2ccccc2)n(C)c1=O,-5%,3%,-3%,-3%,0%,-3%,-3%,1%
CC(NC(=S)Nc1c(Br)cccc1OC(F)F)C(C)(C)C (stereo unspecified),-3%,1%,-1%[53 µM],-2%,5%,-6%,-2%,-6%[53 µM]
Cc1ccc(CN2C(=O)c3ccccc3C2C(=O)NC2CCCCCC2)cc1 (stereo unspecified),-16%,·,10%,·,·,-9%,-5%,13%
CCc1ccc(NC(=O)Cn2c(=O)n(Cc3nc(-c4ccccc4)no3)c(=O)c3cc4c(cc32)OCO4)cc1,16%,·,0%,·,·,-18%,?,0%
COc1ccc(CNC(=O)c2cc3c(=O)oc4ccc(C)cc4c3s2)c(OC)c1,-10%,·,0%,·,·,-11%,?,-3%
COc1ccc(-c2csc(NC(=O)c3nc(-c4ccccc4)oc3C)n2)cc1,?,-1%,-7%,-3%,-5%,-19%,-1%,-7%
CCOC(=O)N1CCN(Cc2nc3cc(NC(=O)c4ccccc4[N+](=O)[O-])ccc3n2C(C)C)CC1,-3%,·,8.9µM*[quencher],·,·,-4%,0%,?
CC#CCN1c2ccccc2[C@]23C[C@@H](C(=O)OC)N(C(=O)c4ccc(Br)cc4)C2=NC(C(=O)OC)=C(C(=O)OC)[C@H]13,2%[11.5 µM],9%[17.5 µM],-2%[11.2 µM],11%[13.5 µM],·,2%[11.6 µM],-3%[11.6 µM],3%[11.2 µM]
O=C1/C(=C/c2cccnc2)SC(=S)N1Nc1ccccc1,28µM*,-3%,-2%,·,-15%,?,?,-1%
O=C(N/N=C/c1cccc2cccnc12)c1ccccc1O,?,1%,-2%,·,6.3µM*,-24%,-8%,-26%
CSc1nc2[nH]ncc2c(=O)n1-c1ccccc1,5%,-2%,1%,-11%,1%,5%,-8%,2%
N#CCCn1c(-c2nonc2NC(=O)c2ccccc2Cl)nc2ccccc21,-5%,-10%,-2%,?,3%,-10%,-3%,-9%
O=S(=O)(c1cnc(Cl)c(Br)c1)N1CCCCCC1,?,0%,-1%,8.9µM*,2%,-5%,-6%,-10%
C=CCN1/C(=C(\C#N)C2=NS(=O)(=O)c3ccccc32)N(C)c2ccccc21,-9%,-6%,5%,-4%,·,-2%,-2%,1%
Cn1c(CNC(=O)c2cccs2)nnc1SCC(=O)Nc1ccc(Cl)cc1,-3%,-5%,2%,-10%,4%,-7%,4%,-14%
CCN1CCN(C(=S)Nc2cccc(C(F)(F)F)c2)CC1,-8%,0%,-2%,4%,0%,-12%,0%,1%
CC(C)C(NC(=O)c1ccccc1F)C(=O)Nc1nccs1 (stereo unspecified),-10%,-2%,-1%,8%,·,-8%,-3%,4%
Cc1ccc(CN(C(=O)COc2cccc([N+](=O)[O-])c2)c2ccccn2)cc1,-7%,·,3%,·,·,-22%,5%,-3%

# High-throughput results (PubChem BioAssay)
